# Screening data deposited in PubChem BioAssay by Sanford-Burnham Center for Chemical Genomics.
# Gli-Sufu antag: antagonists of Gli-Sufu signaling | Sufu-KO-LIGHT fibroblasts, Gli luciferase reporter luminescence | AID 588413 | 0.74% of 340,000 active | inhibition, % at 5 µM;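 active = inhibition above about 55%, limit read from the data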;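 note: 0% = DMSO-treated cells and 100% = wells with medium but no cells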
# Apaf1 inhib: human Apaf-1 inhibition | O14727 | reconstituted apoptosome caspase-3 activity, DEVD-Rh110 fluorescence | inhibition, % at 20 µM | 0.71% of 330,000 active; active = inhibition of at least 40% at 20 µM;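 note: plate controls were DMSO wells for no effect and DEVD-CHO caspase inhibitor wells for full effect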
#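 Material: reconstituted apoptosome with Apaf-1, cytochrome c, caspase-9, procaspase-3, dATP. Technique: Rh110 fluorescence intensity. Buffer or medium: pH 7.5 Hepes buffer with CHAPS, BSA, DTT. Times: 30 min plus 50 min, RT.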
# 697 NFkB inh: inhibitors of the PMA/ionomycin-induced NF-kB reporter in 697 B cells | 0.33% of 330,000 active | AID 435022 | inhibition, % at 4 µM | 697 B-cell NF-kB luciferase reporter, 16 h; in the data active = inhibition above about 35%
# SENP7 inh: blocks the human protease SENP7. recombinant SENP7, Z-RLRGG-aminoluciferin luminescence, 40 min. 1.5% of 330,000 active. Q9BQF6. inhibition, % at 5 µM. AID 434973;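 active = inhibition above about 50% at the single test dose, limit read from the data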;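 note: plate controls were DMSO with enzyme for no effect and no enzyme buffer wells for full effect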
# Target sequence (Q9BQF6 706-1050 limits assumed): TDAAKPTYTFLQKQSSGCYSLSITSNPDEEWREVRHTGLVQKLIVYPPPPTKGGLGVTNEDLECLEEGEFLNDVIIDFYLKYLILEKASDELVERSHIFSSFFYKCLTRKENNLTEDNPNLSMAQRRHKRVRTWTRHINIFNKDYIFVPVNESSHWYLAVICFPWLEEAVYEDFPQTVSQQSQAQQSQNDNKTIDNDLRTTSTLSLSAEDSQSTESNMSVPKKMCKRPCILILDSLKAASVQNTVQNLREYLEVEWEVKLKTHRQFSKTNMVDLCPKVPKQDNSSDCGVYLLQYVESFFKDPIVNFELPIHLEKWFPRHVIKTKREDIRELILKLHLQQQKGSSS
# Jurkat NFkB inh: lowers PMA/ionomycin-induced NF-kB signal in Jurkat cells; PMA/ionomycin-induced NF-kB luciferase reporter, luminescence; inhibition, % at 4 µM; 0.53% of 330,000 active; AID 435003
# UBC13 inh: inhibitors of human UBC13 polyubiquitin chain formation | P61088 | AID 485273 | 0.47% of 330,000 active | TR-FRET | inhibition, % at 20 µM; in the data active = inhibition above about 45%, passing the limit was not always enough
# Target sequence (P61088 whole entry, looked up): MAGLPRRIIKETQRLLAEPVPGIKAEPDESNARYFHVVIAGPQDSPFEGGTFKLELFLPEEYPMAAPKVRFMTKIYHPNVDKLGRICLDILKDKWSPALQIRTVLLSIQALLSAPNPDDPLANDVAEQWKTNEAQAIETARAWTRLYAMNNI
# HKDC1 inhibitor: HKDC1 (human) hexokinase inhibition; inhibition, % at 20 µM; AID 493160; recombinant HKDC1, G6PDH/diaphorase resazurin coupled fluorescence; 0.16% of 340,000 active; Q2TB90;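 active = inhibition above about 35% when tested at 20 µM, limit read from the data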;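 note: plate controls were DMSO wells with enzyme for no effect and DMSO wells lacking enzyme for full effect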
#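 Test system: recombinant HKDC1 (HK5) hexokinase enzyme, produced in-house / Doses: 20 µM test compound, 1% DMSO / Timing: 90 min, room temperature / Detection: G6PDH/diaphorase-coupled fluorescence, 1 mM NADP, 100 µM resazurin, 525/613 nm / Control set: DMSO wells with and without enzyme mix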
# SENP8 inh: blocks the human protease SENP8 | 1.2% of 330,000 active | Q96LD8 | inhibition, % at 10 µM | AID 2540 | purified SENP8, Z-RLRGG-aminoluciferin cleavage, luminescence
# Target sequence (Q96LD8 whole entry, looked up): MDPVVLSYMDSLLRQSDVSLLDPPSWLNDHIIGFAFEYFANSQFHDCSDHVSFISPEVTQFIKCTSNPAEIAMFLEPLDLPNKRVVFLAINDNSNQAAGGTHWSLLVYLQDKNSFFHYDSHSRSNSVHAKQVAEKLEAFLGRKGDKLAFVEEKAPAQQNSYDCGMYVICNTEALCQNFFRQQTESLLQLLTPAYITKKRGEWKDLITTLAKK
# * = called active by the depositor. Cut-off read from the data, not from the text of the source, unless noted: active = inhibition above about 50%; inactive = the rest.
Structure,Gli-Sufu antag,Apaf1 inhib,697 NFkB inh,SENP7 inh,Jurkat NFkB inh,UBC13 inh,HKDC1 inhibitor,SENP8 inh
COc1ccccc1/C=C/C(=O)OCC(=O)NC1CC1,-1,-5,10,-3,10,10,-3,11
CC(C)C1COC(c2cccn2Cc2ccccc2Cl)=N1 (configuration not stated),-1,1,-28,-2,-9,5,-2,1
CC(C)OCCCNC(=O)C(=O)N/N=C/c1ccc(OCc2ccccc2)cc1,-7,-7,-38,-7,-55,0,-10,-10
COc1ccc(NC(=O)CN2C(=O)c3cccc4cccc2c34)cc1OC,14,11,18,0,7,-6,1,4
COCCNC(=O)C(c1ccc(OC)cc1)N(Cc1ccco1)C(=O)CCC(=O)Nc1ccccn1 (configuration not stated),26,-11,18,-14,4,4,-3,-9
CN(CC(=O)Nc1ccc(Cl)cc1)Cc1cc(=O)n2ccsc2n1,-2,0,3,-7,-12,1,-5,-9
Cc1nnnn1/C(=C\c1ccccc1)C(=O)OCC(=O)N1CC2(C)CC1CC(C)(C)C2 (configuration not stated),13,-6,9,-2,16,0,-2,-10
C/C(=N\NC(=O)c1cc(-c2cccnc2)nc2ccccc12)c1ccc(O)cc1O,24,0,-26,8,39,-14,-40,-3
CCNC(=S)N1CCNC(=O)C1CC(=O)OC (configuration not stated),30,-5,7,-6,-3,-6,2,-11
COc1ccc(C/C(C)=N/NC(=O)c2ccncc2)cc1,-5,-10,13,-7,3,-5,-13,2
CCN(CC)S(=O)(=O)c1cccc(-c2nnc(SCc3nnc(-c4ccccc4)o3)n2C)c1,2,0,4,5,-1,10,-4,3
CCCCOc1ccc(OCCCC)c2c1NC1(N2)C(=O)N(C(C)=O)c2ccccc21,7,11,-14,4,5,-6,3,-1
CN1CC2(C)OC(=O)C(Cl)=C2CC1c1ccccc1 (configuration not stated),-1,0,0,-4,7,-8,-6,-15
CCOC(=O)CSc1nc2c(c(=O)[nH]c(=O)n2C)n1Cc1ccccc1,6,-8,7,0,-1,13,0,-6
Cc1ccc(N(CC(=O)NCc2ccc(F)cc2)S(=O)(=O)c2cccs2)cc1,3,1,11,1,11,6,-8,-8

# The closing three entries of the section above lead into the next.
Structure,Gli-Sufu antag,Apaf1 inhib,697 NFkB inh,SENP7 inh,Jurkat NFkB inh,UBC13 inh,HKDC1 inhibitor,SENP8 inh
CN1CC2(C)OC(=O)C(Cl)=C2CC1c1ccccc1 (configuration not stated),-1,0,0,-4,7,-8,-6,-15
CCOC(=O)CSc1nc2c(c(=O)[nH]c(=O)n2C)n1Cc1ccccc1,6,-8,7,0,-1,13,0,-6
Cc1ccc(N(CC(=O)NCc2ccc(F)cc2)S(=O)(=O)c2cccs2)cc1,3,1,11,1,11,6,-8,-8
COc1ccc(OC)c2sc(N(CCN(C)C)C(=O)/C=C/c3cccs3)nc12,7,23,-29,-10,9,15,6,1
O=C1/C(=C/c2ccccn2)SC(=S)N1N1CCOCC1,2,-12,-5,2,1,-3,-8,2
CN1CCN(S(=O)C23CC4CC(CC(C4)C2)C3)CC1 (configuration not stated),2,-12,18,5,3,13,11,-3
CC1CCCC(NC(=O)COC(=O)c2cccc(NS(=O)(=O)/C=C/c3ccccc3)c2)C1C (configuration not stated),-7,21,-19,2,-3,-20,-6,-7
CC(=O)c1cnc(Nc2nc(C)c3cc(C)c(C)cc3n2)nc1C,10,-2,1,-6,4,3,-2,0
COc1cc(CN2CCN(Cc3ccco3)CC2)cc(OC)c1,10,-4,-1,-3,-9,2,1,-4
Cc1cc(C)c2c(CN3CCC(C)CC3)cc(=O)oc2c1,-42,14,-45,2,-36,4,0,-6
c1ccc(Sc2ncccn2)nc1,4,-15,5,1,10,4,0,0
O=C(O)c1cc2nc(-c3ccccc3)cc(-c3ccccc3)n2n1,-1,14,4,-8,-14,5,11,-10
CCOC(=O)c1cccc(NC(=O)COc2ccc([N+](=O)[O-])cc2)c1,-9,-5,23,-5,15,1,4,2
COc1ccc(-c2nnc3n2N=C(C)CS3)cc1,4,-6,6,0,-2,-1,-4,-10
CCOc1ccc2nc(NC(=O)c3cnccn3)sc2c1,9,-1,-183,74*,-99,-8,-8,20
Cc1ccccc1OCCNc1cc(N2CCCCC2)ccc1[N+](=O)[O-],12,7,-1,4,11,-3,2,-2
Cc1ccc(NC(=O)NCCSc2ccc(C)cc2)cc1,-5,3,20,3,-1,-11,-6,-2
CN1CCN(C(c2cccs2)c2nnnn2Cc2ccc(F)cc2)CC1 (configuration not stated),4,-29,-7,5,-9,11,-7,0
O=C(COC(=O)CNC(=O)C12CC3CC(CC(C3)C1)C2)Nc1ccccc1,1,7,5,2,-1,3,-4,-2
COc1ccc(CNCCc2ccc(Cl)cc2)cc1OCc1ccccc1,53,6,-10,-2,14,9,-8,-9
NC1=NC(=O)/C(=C/c2ccccc2OCC(=O)Nc2ccc(F)cc2)S1,3,-10,9,0,10,4,11,4
COc1ccc(S(=O)(=O)N2CCN(C)CC2)cc1C(=O)Nc1ccccc1,4,2,-3,7,-6,-2,-7,-8
O=[N+]([O-])c1cccc(C(O)C23CN4CN(CN(C4)C2)C3)c1 (configuration not stated),-1,-10,5,1,8,0,0,-1
Cc1cc(-c2ccccc2)[nH]c(=O)c1C#N,-3,-1,24,2,-9,12,4,-4
COc1ccccc1N1CCN(C(=O)c2ccc(-c3ccccc3)cc2)CC1,2,25,-17,5,-8,2,0,6
O=C(NC1CCN(C(=S)NCCc2ccccc2)CC1)C1CC1,3,-4,1,9,6,14,-8,4
O=C(NC(=S)Nc1cccc(C(F)(F)F)c1)c1ccc2nonc2c1,5,8,2,-1,-3,-4,3,-3
CCCc1nc2c(=O)[nH]c3ccccc3c2o1,2,2,21,-4,-24,12,4,0
O=C(Cc1cccc(Cl)c1)Nc1ccc(Br)cc1,-6,-7,9,2,1,6,-9,4
Cc1ccc(-c2cn(CCN)c(-c3ccc(Cl)nc3)n2)cc1,1,0,15,-12,9,10,2,0
Cn1c(CC(=O)Nc2ccccc2F)nnc1SCC(=O)Nc1ccccc1Br,-2,-2,-4,-6,4,-1,-6,-3
CC(=O)N1CCOc2ccc(S(=O)(=O)Nc3cccc(C)n3)cc21,-24,-1,13,0,14,-1,4,-1
CCCc1nnc(NC(=O)CCN2C(=O)c3ccccc3C2=O)s1,4,5,16,-3,6,2,2,-2
CCN(C(=O)CN1C(=O)/C(=C/c2ccccc2)SC1=S)C1CCS(=O)(=O)C1 (configuration not stated),-14,14,-7,0,11,-26,6,3
CCCCC(=Nc1ccc(N)cc1)C1=C(O)C(C(=O)OC)C(C)(C)CC1=O (configuration not stated),-4,62*,-19,6,-5,-29,6,-2
Cc1ccc(C(=O)Cn2c(C)cc(C)c(C#N)c2=O)cc1,-4,5,-25,-1,2,-7,-1,-12
COc1ccc(C2=CC(=O)C[C@H](c3ccc(OC)c(OC)c3)C2)cc1,8,13,-6,10,20,-1,-3,3
CCOC(=O)C1=C(C)NC(C)=C(C(=O)OCC)C1C(=O)OCC(=O)N1CCCCC1C (configuration not stated),12,-13,5,-1,-12,0,-3,7
CC(C)CCNC(=O)C(c1ccco1)N(Cc1ccc(F)cc1)C(=O)c1snc(C(N)=O)c1N (configuration not stated),-1,-3,0,1,4,23,-7,8
CCOC(=O)C1CCCN(c2nc3c(C)cccn3c(=O)c2/C=C(\C#N)C(=O)NCc2ccco2)C1 (configuration not stated),13,-2,-2,0,-5,-4,1,3
Cc1ccc(S(=O)(=O)N(C)c2ccc(C(=O)N3CCN(Cc4ccc5c(c4)OCO5)CC3)cc2)cc1,14,20,17,11,37,7,13,9
COc1ccc(Br)cc1[C@H]1[C@@H]2C=CCC[C@@]2(C)C(=O)N1Cc1ccccc1,10,22,-16,10,10,13,4,-9
CCOC(=O)C(CC)Sc1cc(C)nc2ccc(OC)cc12 (configuration not stated),5,10,17,4,30,6,1,1
CC(NC(=O)CCC(=O)N1CCCCCC1)c1ccccc1 (configuration not stated),4,-3,-28,3,-21,-1,-7,7
CCc1cc2c(Sc3nc4ccccc4s3)ncnc2s1,11,12,83*,-1,100*,16,8,-9
Cc1ccc(NC2(C(F)(F)F)N=C(c3ccccc3)NC2=O)nc1 (configuration not stated),6,-10,3,7,5,8,-12,2
COc1ccc(/C=C/C(=O)Nc2cc(S(=O)(=O)N3CCOCC3)ccc2C)cc1OC,-7,-12,15,0,3,20,-4,-2
COc1ccc(C2=CC(=O)CC(c3ccc(F)cc3)C2)cn1 (configuration not stated),-3,16,11,-2,16,3,2,3
Nc1nc(-c2ccc(Cl)cc2)c(N=Nc2ccc(S(=O)(=O)N3CCOCC3)cc2)s1,16,3,-13,-5,-20,-88,2,-2
CCOC(=O)c1ccc(NC(=S)Nc2cc(C)cc(C)n2)cc1,-9,5,2,3,9,-13,-9,-4
COc1cccc(C(=O)CSc2nc3cccnc3n2C)c1,8,-1,7,-4,-3,7,1,-7
O=C(c1ccco1)N1CCN(c2ccc([N+](=O)[O-])cc2F)CC1,30,3,-5,-5,-8,-4,-1,0
Cc1oc(-c2ccc(Cl)cc2)nc1CN1CCC(C(=O)NCCCN2CCOCC2)CC1,-17,12,-2,7,-6,-5,4,-1
C#CCOCCOCCOCCNc1nc(N2CCN(C(=O)CCCCCCCCCCNC(=O)[C@H](CCCCN)n3cc(CCO)nn3)CC2)nc(N2CCN(C(=O)CCCCCCCCCCNC(=O)[C@H](CCCCN)n3cc(CCO)nn3)CC2)n1,-3,64*,13,-2,-11,117*,-10,1
O=C(c1nc2ncccn2n1)N1CCN(c2ccc(F)cc2)CC1,0,-3,-2,4,-2,1,-3,-2
Cc1oc(C(C)(C)C)cc1C(=O)N1CCN(C(c2ccccc2)c2ccccc2)CC1,9,-2,9,5,-19,-5,1,0
CCOC(=O)c1cccc(NC(=O)N[C@@H](C)C(=O)OC)c1,2,6,4,-2,8,-5,-5,3
Cc1nc(Nc2cnc(/C=C/c3cc(C(=O)Nc4cccc(C(F)(F)F)c4)ccc3C)cn2)cc(N2CCNCC2)n1,-3,75*,20,-4,9,88*,-9,-4
O=C(NCCc1ccccc1)c1n[nH]c(=O)c2ccccc12,-1,-3,-3,-4,-10,2,-8,-15
CCn1c(=O)c(C(=O)CN(C)CC(=O)Nc2cccc(F)c2)c(N)n(Cc2ccccc2)c1=O,2,16,1,-6,4,12,5,-2
Cc1ccccc1CSc1nnc(-c2cnccn2)n1C,1,-2,-17,-6,-13,-8,-5,-8
O=C(NCc1ccco1)C1CCCN1S(=O)(=O)c1ccc2ccccc2c1 (configuration not stated),6,-9,13,3,4,-2,-3,0
COc1cccc(OC)c1OCCOCCN1CCN(C)CC1,5,2,12,-1,-20,4,2,-13
CN(C)c1ccc(NC(=S)NCC2CCCO2)cc1 (configuration not stated),-29,2,-10,10,-6,1,-14,-4
CCOC(=O)C1CCN(Cc2c(C(=O)N3CCOCC3)nc3c(C)cccn23)CC1,11,4,19,7,-12,0,5,7
Cc1ccccc1NC(=O)Cc1c(O)c2ccccc2[nH]c1=O,-10,-28,-11,1,9,0,-8,-2

# Some of the entries above, reformatted.
# The line under a structure holds: Gli-Sufu antag	Apaf1 inhib	697 NFkB inh	SENP7 inh	Jurkat NFkB inh	UBC13 inh	HKDC1 inhibitor	SENP8 inh
- Cc1ccccc1CSc1nnc(-c2cnccn2)n1C
→ 1	-2	-17	-6	-13	-8	-5	-8
- COc1cccc(C(=O)CSc2nc3cccnc3n2C)c1
→ 8	-1	7	-4	-3	7	1	-7
